# Apoferritin bind: candidate novel general anesthetic via apoferritin binding. P02791. apoferritin/1-aminoanthracene competitive binding, fluorescence. Potency, µM (highest dose often 77.5 µM), for the others: top-dose activity change, negative = displacement, most hits filed as inhibitors. 350,000 compounds, 0.074% hits. AID 485281; further: potency means the concentration at half of the fitted maximal effect; on the % scale 0 is the no-effect control and ±100 the full control effect; nearly all actives have a fitted effect of over 20% in size
# Target sequence (P02791 2-175 limits assumed): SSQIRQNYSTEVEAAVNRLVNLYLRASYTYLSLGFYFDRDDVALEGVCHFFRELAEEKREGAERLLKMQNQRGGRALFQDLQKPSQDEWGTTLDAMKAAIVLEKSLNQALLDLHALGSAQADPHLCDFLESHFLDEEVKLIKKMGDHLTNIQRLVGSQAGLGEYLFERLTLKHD
#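 Horse-spleen apoferritin (10 uM) was mixed with 50% saturated 1-aminoanthracene in PBS, exposed to compounds for 10 min at room temperature, and read for fluorescence (ex 380 nm, em 535 nm). Competitive displacement was fitted with a four-parameter Hill equation.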
# Pol eta inh: inhibitors of human DNA polymerase eta; Q9Y253; recombinant Pol eta, fluorescent DNA replication assay; Potency, µM (top dose mostly 114 µM), for inactives: at the top dose activity change, negative = inhibition, hits mostly inhibitors; 390,000 compounds, 1.2% hits; AID 588591; further: potency means the concentration at half of the fitted maximal effect; on the % scale 0 is the no-effect control and ±100 the full control effect
# Target sequence (Q9Y253 whole entry, looked up): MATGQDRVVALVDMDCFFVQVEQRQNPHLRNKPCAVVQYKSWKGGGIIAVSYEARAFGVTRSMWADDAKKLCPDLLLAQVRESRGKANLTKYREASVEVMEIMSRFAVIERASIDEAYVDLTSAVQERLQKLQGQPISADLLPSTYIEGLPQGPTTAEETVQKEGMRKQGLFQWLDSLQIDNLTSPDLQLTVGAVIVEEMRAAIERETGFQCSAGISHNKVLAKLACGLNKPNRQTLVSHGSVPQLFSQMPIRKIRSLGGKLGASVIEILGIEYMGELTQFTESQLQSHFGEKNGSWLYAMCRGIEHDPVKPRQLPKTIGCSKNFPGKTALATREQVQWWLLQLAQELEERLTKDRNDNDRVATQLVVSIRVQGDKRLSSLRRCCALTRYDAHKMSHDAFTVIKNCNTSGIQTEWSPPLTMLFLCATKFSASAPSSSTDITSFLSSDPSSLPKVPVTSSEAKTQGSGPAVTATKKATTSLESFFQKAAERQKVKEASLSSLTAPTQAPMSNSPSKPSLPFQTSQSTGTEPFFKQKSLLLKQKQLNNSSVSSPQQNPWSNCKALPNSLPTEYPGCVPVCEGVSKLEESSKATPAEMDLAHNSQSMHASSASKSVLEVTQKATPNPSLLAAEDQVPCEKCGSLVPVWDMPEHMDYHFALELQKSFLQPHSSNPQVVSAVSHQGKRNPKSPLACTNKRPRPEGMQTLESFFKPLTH
#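 Fluorescent replication assay: 50 nM final substrate added after a 15 min room-temperature compound preincubation with 10 nM enzyme. Signal taken at 0 min and again at 10 min.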
# LDHA inh: inhibitors of human lactate dehydrogenase A; 480,000 compounds, 0.15% hits; P00338; activity change, % (values are at about 110 or 230 µM); purified LDHA, NADH/diaphorase-resazurin fluorescence; active compounds read low; in the data active means activity change below about -30%; inconclusive means mostly about -25% to -30%;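 further: plate controls were DMSO wells for no effect and wells without enzyme for full effect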
#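 Enzyme activity of human lactate dehydrogenase 5 (2 nM; 0.06 mM NADH, 0.2 mM pyruvate, 5 min, RT) is measured via a resazurin/diaphorase fluorescence readout of residual NADH.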
# GRP78 ERSR act: ER stress response induction in glioma. Potency, µM, for inactives: at the highest dose activation, most hits filed as activators. AID 602332. 420,000 compounds, 0.02% hits. U87-MG GRP78 promoter luciferase reporter, 16 h; further: potency means the concentration at half of the fitted maximal effect; series mostly up to about 76 µM; % of control where 0% means no effect; nearly all actives have a fitted effect of over 35% in size
#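 Stably transfected U87-MG glioma cells carrying a GRP78-based luciferase sensor; 16 h compound incubation. Luminescence end-point read 10 min after Bright-Glo addition at room temperature.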
# APEX1 inh: blocks human APE1 abasic DNA cleavage; recombinant APE1, TAMRA/BHQ-2 abasic DNA cleavage fluorescence; 350,000 compounds, 0.35% hits; Potency, µM (titrated, usually from 65.8 µM), for inactives: top-dose activity change, negative = inhibition, hits mostly inhibitors; AID 2517;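 further: potency means the concentration at half of the fitted maximal effect; plate controls were vehicle for no effect and reference inhibitor for full effect; nearly all actives have a fitted effect of over 55% in size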
#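 APE1 at 0.75 nM preincubated 15 min at room temperature with compound. Reaction then started with 50 nM double-stranded THF-abasic substrate labelled with TAMRA/BHQ-2, and 525/598 nm fluorescence read kinetically. Activity taken as third-minus-first read difference, normalized to DMSO and NSC13755 controls.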
# POLK inh: blocks human DNA polymerase kappa activity. Q9UBT6. purified Pol kappa, fluorescent DNA synthesis assay, 10 min. Potency, µM (highest dose often 107 µM), for the others: at the highest dose activity, negative = inhibition, usual class: inhibitors. 400,000 compounds, 0.53% hits; further: potency means the concentration at half of the fitted maximal effect; on the % scale 0 is the no-effect control and ±100 the full control effect
#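 10 nM Pol kappa was preincubated with compounds for 15 min at room temperature. Reaction started with 50 nM (final) substrate. Fluorescence read kinetically at 0 and 10 min.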
# BLM helicase inh: inhibitors of human Bloom syndrome helicase BLM. recombinant BLM DNA unwinding, fluorescence dequenching. P54132. 350,000 compounds, 0.2% hits. Potency, µM (doses to about 56.1 µM), without a hit: at the top dose activity change, negative = inhibition, actives largely listed as inhibitors;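 further: potency means the concentration at half of the fitted maximal effect; plate controls were vehicle for no effect and no enzyme for full effect; nearly all actives have a fitted effect of over 35% in size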
# POLI inh: DNA polymerase iota (human) inhibition; Q9UNA4; Pol iota fluorescent replication assay, 10 min; Potency, µM (titrated, usually from 115 µM), for the others: at the top dose activity, negative = inhibition, hits mostly inhibitors; 390,000 compounds, 1% hits; AID 588590; further: potency means the concentration at half of the fitted maximal effect
#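 Fluorescent replication assay read twice, at 0 min and 10 min after adding 50 nM (final) substrate. Enzyme (10 nM) and compounds were first incubated 15 min at room temperature; enzyme-free buffer wells were negative controls.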
# Pol beta inh: DNA polymerase beta (human) inhibition. P06746. Pol beta primer extension/strand displacement, fluorescence kinetic. Potency, µM (titrated, usually from 114 µM), without a hit: at the highest dose activity change, negative = inhibition, actives largely listed as inhibitors. 340,000 compounds, 1.3% hits; further: potency means the concentration at half of the fitted maximal effect; on the % scale 0 is the no-effect control and ±100 the full control effect
#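 Curves were derived by four-parameter Hill fits of normalized qHTS data. The kinetic fluorescent primer-extension read was taken at 0 and 10 min after 50 nM substrate, following a 15 min room-temperature preincubation of 10 nM enzyme with compounds.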
# Active calls of the source: *; u = inconclusive; x = no result given; & = joins results of further samples; [ ] = another dose, or the depositor's remark. Unless noted, the call rests on the fitted dose curve; in most records, active means well fitted curve in the direction sought with a large enough effect; inconclusive means small, poorly fitted or top-dose-only effect, or another doubt; inactive means no such curve, though single readings can be large; an effect the other way counts as inactive or inconclusive. Some of the compounds tested; rates above refer to the full screens.
SMILES,Apoferritin bind,Pol eta inh,LDHA inh,GRP78 ERSR act,APEX1 inh,POLK inh,BLM helicase inh,POLI inh,Pol beta inh
O=C(OCCNc1nc(-c2ccccc2)nc2ccccc12)c1ccncc1,u,-11%,-3,-3%,-13%,-17%,-2%,47%[activator],u
O=C(Nc1ccc2ccccc2n1)C1CCCCC1,5%,-14%,-2,-1%,1%,-6%,-1%,1%,4%
COCCNc1ncnc2ccc(-c3ccc(N(C)C)cc3)cc12,x,x,x,-1%,-7%,-3%[60.1 µM],-13%,x,x
Cc1ccc2sc(N(CCCN(C)C)C(=O)c3ccc(S(=O)(=O)N4CCCCCC4)cc3)nc2c1C,x,-5%,-4,-5%,5%,-6%,x,4%,x
CC1=C(C(=O)OCc2ccccc2)C(c2cccnc2)c2c(n(C)c(=O)n(C)c2=O)N1 (stereo not given),-18%,-4%&-9%,-11&-3,-1%&1%,u,-5%&-7%,4%,-3%,6%
CC12CC3(C)CC(C)(C1)CC(C(=O)NCc1ccccn1)(C2)C3,-15%,-5%,-1,-3%,u,-2%,-6%,19%,42%[activator]
CCCCn1c(N)c(N(CCC(C)C)C(=O)CC2OC(=O)c3ccccc32)c(=O)[nH]c1=O (stereo not given),x,-15%,-3,-2%,16%,-4%,x,0%,x
COc1cccc(N2CCN(S(=O)(=O)c3c(C)[nH]c(C)c3C(=O)N3CCCC3)CC2)c1,-3%,-7%,0,-5%,21%,5%,2%,u,16%
O=C(Nc1nncs1)c1ccc2c(c1)OCO2,-3%,-4%,0,-2%,63%,0%,0%,-1%,20%
COc1cccc(CNC(=O)C2CCN(S(=O)(=O)c3ccc4c(c3)NC(=O)CO4)CC2)c1,-15%,2%,0,-3%,-4%,-13%,-3%,-5%,47%
Cc1cc(C)c(S(=O)(=O)Nc2cccc3nsnc23)c(C)c1,-14%,-30%,12,5%,-3%,-21%,-3%,92%[activator],-1%
CCOC(=O)c1cnc(SC)nc1Oc1cccc(NC(=O)c2ccc(Cl)cc2)c1,-10%,-8%,-8,-3%,-11%,-17%,-1%,-2%,25%
N#CCCN(C(=O)CN1CCN(S(=O)(=O)c2ccc(Cl)s2)CC1)c1ccc(F)cc1,x,-19%,-1,-3%,-3%,-7%,x,39%[activator],x
O=C(CCc1nc(-c2cccs2)no1)Nc1cccc([N+](=O)[O-])c1,7%,-24%,-4,-3%,x,-7%,-6%,7%,u
COC(=O)COc1cc(Cl)c(C=O)cc1OC,-12%,6%,-8,-3%,-6%,-8%,-2%,2%,-26%
Cc1ccc2nc(N3CCN(C(=O)C4CC4)CC3)sc2c1,0%,-12%,-13,-2%,x,-6%[60.1 µM],-1%,9%,22%
COc1ccc(-c2nc(C(=O)NCC3CCCO3)cc3c2[nH]c2ccccc23)cc1 (stereo not given),535%[activator],-8%,2,-2%,-20%,9%,-9%,0%,-3%
CCC(=O)Nc1ccc(C(=O)CSc2nc3ccc(C)cc3[nH]2)cc1,3%,u,-2,-3%,13%,-15%,2%,-9%,5%
Cc1ccc(C(=O)CCNc2ccc(Br)cc2)o1,-15%,-13%,1,1%,-5%,-7%,3%,-6%,1%
Cc1cccc(N(CC(O)Cn2c3ccccc3c3ccccc32)S(=O)(=O)c2ccc(F)cc2)c1 (stereo not given),-7%,-9%,0,0%,x,1%,-11%,u,0%
CCn1c(=O)c(=O)n(CC)c2cc(S(=O)(=O)Nc3cccc(OC)c3)ccc21,-22%,-1%,-3,-5%,20%,-21%,1%,23%,27%
O=C(N[C@@H]1C/C=C\C[C@@H](CC(=O)N(CCO)Cc2ccccc2)C(=O)N[C@H](Cc2ccccc2)COC1=O)OCC1c2ccccc2-c2ccccc21,x,-5%,-3,-1%,11%,-3%,x,-19%,x
CCN(CC)S(=O)(=O)c1ccc(N2CCOCC2)c(NC(=O)c2cc(-c3ccccn3)nc3ccccc23)c1,-7%,-15%,-6,-5%,-5%,2%,-6%,185%[activator],28%
Cc1ccc(Nc2c(-c3ccc(N(C)C)cc3)nc3ncccn23)cc1,-4%,-21%,8,6%,0%,-4%,-1%,27%,3%
COc1ccccc1OCCn1cc(C(=O)c2ccco2)c2ccccc21,u,-6%,-4,-7%,-12%,-22%,-5%,0%,2%

# Single records, from the list above. Screens in order: Apoferritin bind, Pol eta inh, LDHA inh, GRP78 ERSR act, APEX1 inh, POLK inh, BLM helicase inh, POLI inh, Pol beta inh
# COC(=O)COc1cc(Cl)c(C=O)cc1OC across the screens: -12%, 6%, -8, -3%, -6%, -8%, -2%, 2%, -26%
# Cc1cc(C)c(S(=O)(=O)Nc2cccc3nsnc23)c(C)c1 across the screens: -14%, -30%, 12, 5%, -3%, -21%, -3%, 92%[activator], -1%
# COc1ccc(-c2nc(C(=O)NCC3CCCO3)cc3c2[nH]c2ccccc23)cc1 (stereo not given) across the screens: 535%[activator], -8%, 2, -2%, -20%, 9%, -9%, 0%, -3%

# Additional results follow:
SMILES,Apoferritin bind,Pol eta inh,LDHA inh,GRP78 ERSR act,APEX1 inh,POLK inh,BLM helicase inh,POLI inh,Pol beta inh
O=C1Cn2c(nc3ccccc32)N1c1ccccc1F,-2%,6%,4,1%,3%,-6%,-8%,16%,3%
c1cc2ccc3ccc(-n4cnnn4)c4ccc(c1)c2c34,156%[activator],u,1,-11%,-3%,-5%,-2%,10%,16%
CCOC(=O)c1cccc(Nc2ncnc3ccc(C)cc23)c1,-16%,-16%,1,-1%,-6%,-5%,1%,22%,27%
N/C(=N\OC(=O)CCCOc1ccc(Cl)cc1Cl)c1ccncc1,-24%,-13%,-6,3%,-6%,-5%,-8%,165%[activator],2%
Cc1nn(C(=O)COc2ccccc2)c(C)c1Sc1ccccc1,31%[activator],x,-7,x,x,11%,-9%,14%,u
Cn1c(=O)c2c(-c3ccccc3)n(CCCN3CCOCC3)cc2n(C)c1=O,-4%,4%,-4,-2%,-1%,-10%,-1%,-9%,-1%
COc1ccc(-c2[nH]ncc2CN2CCSCC2)c(OC)c1,-4%,-8%,-5,-4%,-1%,-2%,-2%,8%,6%
Cc1ccc(C(=O)CS(C)(=O)=O)cc1,11%,-11%,-8,-6%,16%,1%,-2%,10%,2%
CCc1nc2nc(C)c(NS(=O)(=O)c3ccc(Br)s3)c(=O)n2[nH]1,8%,10%,-3,-7%,13%,-18%,-8%,17%,24%
COc1ccc([C@@H]2[C@@H]3C(=O)N(C(C)(C)C)C(=O)[C@@H]3[C@]3(Cc4ccccc4)C(=O)N(c4cccc(Cl)c4)C(=O)N23)cc1,x,-7%,-4,-2%,22%,-13%,x,-5%,x
COc1ccc(-c2nc(SC)n(C)c(=O)c2C#N)cc1OC,8%,7%,-2,-1%,13%,-10%,0%,5%,-9%
CC(C)NC(=O)CN(Cc1ccc(F)cc1)C(=O)CCC(=O)Nc1nccs1,-1%,-3%,-1,-2%,12%,2%,0%,17%,47%
Cc1csc(NC(=O)C(C)N2C(=O)c3ccccc3S2(=O)=O)n1 (stereo not given),-15%,-15%,-2,-1%,20%,-2%,1%,2%,3%
Cn1ncc([N+](=O)[O-])c1C(=O)Nc1nccs1,0%,-20%,-3,-2%,-4%,-21%,-7%,-13%,2%
CSc1nnc(NC(=O)c2nc(S(=O)(=O)Cc3ccccc3)ncc2Cl)s1,3%,-13%,-1,-19%,16%,5%,-4%,u,30%
CCOC(=O)C1C(c2ccccc2O)NC(=O)NC1(O)C(F)(F)F (stereo not given),4%,-21%,-6,-6%,46%,-5%,-4%,34%[activator],10%
CSC1=NCCN1C(=O)c1cccc(Br)c1,-18%,-12%,-2,-3%,u,-3%,-2%,21%,24%
COc1ccc(CCN=C(NS(=O)(=O)c2ccccc2)c2ccccc2)cc1OC,-6%,-18%,-7,-1%,1%,3%,-2%,134%[activator],14%
CSc1ccc(/C=C2\NC(=O)NC2=O)cc1,x,-2%,-2,5%,x,-9%,x,1%,x
NC(=S)N=Nc1c(O)n(Cc2ccc(Br)cc2)c2ccccc12,-4%,-12%,14,-9%,-10%,4%,1%,12%,14%
CC(C#Cc1c([C@@H](C)Oc2ccccc2)nnn1Cc1ccccc1)Oc1ccccc1 (stereo not given in full),69%[activator],-18%,0,-3%,-5%,-1%,-14%,-1%,-2%
COc1ccc(N2C(=O)CCC(C(=O)NCCCN3CCC(C)CC3)C2c2ccc(OC)c(OC)c2)cc1 (stereo not given),-7%,0%,-4,-1%,12%,-5%,0%,7%,1%
CC(=O)c1sc(N/N=C\c2ccc(N(C)C)cc2)nc1C,-9%,9%,-13,9%,6%,-14%,-1%,3%,-15%
COC(=O)C1=C(C)OC(N)=C(C#N)C1c1ccccc1F (stereo not given),-18%,-9%,-2,-2%,-1%,-5%,-4%,2%,1%
Fc1ccc(-n2nnc(-c3ccccc3Br)n2)cc1,3%,2%,-4,-2%,54%[activator],-2%,-2%,23%,24%
# Next part:
SMILES,Apoferritin bind,Pol eta inh,LDHA inh,GRP78 ERSR act,APEX1 inh,POLK inh,BLM helicase inh,POLI inh,Pol beta inh
COc1cc(CCC(=O)OCC(=O)Nc2cccc(S(N)(=O)=O)c2)cc(OC)c1OC,-14%,-23%,-4,-4%,-13%,0%,1%,14%,0%
CN(C)c1ccc(C(=O)Oc2cc(O/N=[N+](\[O-])N(C)C)c([N+](=O)[O-])cc2[N+](=O)[O-])cc1,x,x,10,-2%,x,-11%,x,37%,x
Cc1ccc2nc(-c3sc4nc(C)ccc4c3N)[nH]c2c1,2%,u,-3,-4%,16%,-10%,-12%,23%,-12%
O=C(CN1CCC(n2nnc3cc(F)ccc32)CC1)NNC(=O)c1ccccc1,-17%,8%,-8,-2%,-6%,-15%,4%,17%,1%
COc1ccc(Cn2c(=O)c3oc4ccccc4c3n(Cc3cccc(C(F)(F)F)c3)c2=O)cc1,-16%,-14%,-3,-6%,x,-16%,-12%,14%,-10%
Cc1nn(Cc2ccccc2Cl)c(Cl)c1/C=C/C(=O)OCC(=O)NC1CCS(=O)(=O)C1 (stereo not given),u,-17%,0,1%,-3%,-6%,-4%,86%[activator],-25%
Cc1ccc(S(=O)(=O)Nc2c(C)nn(C)c2C)cc1C,x,-22%,-3,0%,4%,-11%,x,-6%,x

# Compound activity as filed in PubChem BioAssay.
